Bioassay records: PubChem, National Center for Advancing Translational Sciences (NCATS)
Mm-Cpn inhibitor – M. maripaludis TRiC chaperonin inhibition; purified Mm-Cpn ATPase, ADP Transcreener TR-FRET; Potency, µM (highest dose often 76.9 µM), for inactives: at the top dose activity, negative = inhibition, most hits filed as inhibitors; 330,000 tested, 0.031% active; also: potency is read from the fitted curve at half-maximal effect; % is scaled to controls: 0 for no effect and ±100 for the full control effect; nearly all actives have a fitted effect of over 80% in size
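Compound-treated chaperonin, 25 nM final, turns over 10 uM ATP at 37°C for 30 min following a 10 min preincubation; ADP generated competes with ADP-d2 for Eu-cryptate antibody, lowering FRET.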
Nrf2 inh – Nrf2 pathway inhibition | AID 504444 | 360,000 tested, 2.1% active | Potency, µM (doses to about 46 µM), for inactives: at the top dose activity change, negative = inhibition, hits mostly inhibitors | A549 ARE-Fluc reporter, luciferase luminescence, 18-24 h; also: potency is read from the fitted curve at half-maximal effect; % is scaled to controls: 0 for no effect and ±100 for the full control effect; nearly all actives have a fitted effect of over 60% in size
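Two sequential reads on A549 ARE_Fluc cells exposed to compound for 18-24 h: a CellTiter-Fluor fluorescence read for viability, then a luciferase luminescence read for Nrf2/ARE activity.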
Akt phos inh – Akt phosphorylation inhibition | Neuro2A IGF-stimulated pAkt S473 HTRF, 20 min; active compounds read low | activity change, % for hits at 50 µM | 360,000 tested, 0.32% active; in the data active = activity change below about -80%; inconclusive = mostly about -51% to -80%; also: % is scaled to controls: 0 for no effect and ±100 for the full control effect
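Single-point screen (50 µM final compound) in Neuro2A cells stimulated 20 min with 6 nM IGF at 37 deg C. After lysis, Ser473-phosphorylated Akt read by HTRF (ex 330 nm, em 615/665 nm) as the 665/615 ratio.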
CCT modulator – modulators of cytosolic chaperonin (CCT/TRiC) activity | purified chaperonin ATPase assay, HTRF ADP detection, 30 min | activity change, % (concentration not given with the values), hits read low | 360,000 tested, 0.3% active | AID 651819; in the data active = activity change below about -30%; also: % is scaled to controls: 0 for no effect and ±100 for the full control effect
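We incubate TRiC, 40 or 20 nM final, with library compounds at 76 uM and 10 uM ATP for 30 min at 37 °C. ADP formed is detected with Transcreener HTRF reagents after 30 min at room temperature.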
TGFb SMAD3 inh – TGF-b pathway inhibition. HepG2 CAGA-GFP TGF-b/SMAD3 reporter, GFP fluorescence, 18 h; TGF-beta stimulated, 500 pg/mL final. 410,000 tested, 1.2% active. Potency, µM (doses to about 46.1 µM), for inactives: top-dose activity, negative = inhibition, usual class: inhibitors; also: potency is read from the fitted curve at half-maximal effect; % is scaled to controls: 0 for no effect and ±100 for the full control effect; nearly all actives have a fitted effect of over 65% in size
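Read-out: total well GFP (ex488/em500-530) summed from mean per-cell fluorescence. Cells: HEPG2 CAGA-GFP, 1% FBS DMEM, 18 h at 37 degrees C with 500 pg/mL final TGF-beta. Unstimulated wells served as the full-inhibition control; stimulated DMSO wells = 0%.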
S2 tox – reduces viability in counter-screen for ATXN expression inhibitors; S2 cells (HEK-293 line with an ATXN2-luciferase reporter) viability, CellTiter-Fluor protease fluorescence, 24 h; Potency, µM (top dose mostly 56.7 µM), usual class: cytotoxic; 400,000 tested, 0.49% active; also: potency is read from the fitted curve at half-maximal effect; nearly all actives have a fitted effect of over 40% in size
Nrf2 ARE act – activators of Nrf2 (ARE) signaling; Potency, µM (titrated, usually from 46.1 µM), without a hit: at the top dose activation, actives largely listed as activators; 410,000 tested, 0.31% active; AREc32 ARE-luciferase reporter (MCF7-derived line), luminescence, 24 h; also: potency is read from the fitted curve at half-maximal effect; % of control where 0% means no effect; nearly all actives have a fitted effect of over 65% in size
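Quantitative high-throughput format: AREc32 reporter cells, 1000 per well, received compound by pin transfer and were incubated 24 hr at 37 deg C, 5% CO2, before Steady-Glo luminescence detection.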
HepG2 viability – HepG2 cytotoxicity, counter-screen for TGF-b inhibitors. HepG2 CAGA-GFP viability, ATP luminescence, 18 h. Potency, µM (top dose mostly 46.1 µM), inactives show at the highest dose activity change, negative = cytotoxicity, most hits filed as cytotoxic. 410,000 tested, 0.76% active. AID 588856; also: potency is read from the fitted curve at half-maximal effect; some results filed as inactive show a strong effect at the top dose
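CellTiter-Glo luminescence gave cytotoxicity after 18 hours at 37 degrees C. The cells were HepG2 CAGA-GFP in 1% FBS DMEM, stimulated with 500 pg/mL TGF-beta after compound addition. %Activity was normalised to no-cell wells (complete cell-killing) and DMSO (no toxicity), and curves were fitted and classified.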
A549 tox – kills or reduces viability of A549 cells in Nrf2 counter-screen; A549 ARE-Fluc cells, CellTiter-Fluor viability, 18-24 h; Potency, µM (titrated, usually from 46 µM), inactives show at the highest dose activity change, negative = cytotoxicity, usual class: inhibitors; 390,000 tested, 0.16% active; AID 504648; also: potency is read from the fitted curve at half-maximal effect; % is scaled to controls: 0 for no effect and ±100 for the full control effect
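Cytotoxicity counterscreen: CellTiter-Fluor fluorescence was measured in A549 ARE_Fluc cells after 18-24 h of compound exposure in a concentration series. The subsequent BugLite luminescent read reports ARE-luciferase activity.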
Active calls of the source: *; i = inactive; ? = inconclusive; . = no result given; [ ] = dose if it differs, or a comment. Unless noted, calls follow the shape of the dose curve; as a rule, active = well fitted curve in the direction sought with a large enough effect; inconclusive = small, poorly fitted or top-dose-only effect, or another doubt; inactive = no such curve, though single readings can be large; an effect the other way counts as inactive or inconclusive.

SMILES	Mm-Cpn inhibitor	Nrf2 inh	Akt phos inh	CCT modulator	TGFb SMAD3 inh	S2 tox	Nrf2 ARE act	HepG2 viability	A549 tox
Fc1cccc(Nc2nc(-c3ccncc3)nc3ccccc23)c1	-1%	?	i	0.7	8%	i	4.4%	-45%	6%
N#Cc1ccccc1NC(=O)CSc1ccc([N+](=O)[O-])cn1	2%	?	i	-0.2	1%	i	-0.2%	-24%	1%
COc1c(C)cc(Br)cc1C(=O)Nc1ccc(S(N)(=O)=O)cc1	-22%	-10%	i	-1.2	1%	i	0.4%	3%	-8%
COc1cccc(NC(=S)N2CCC(N(C)CC3CCCO3)CC2)c1 (configuration not stated)	1%	13%	i	-0.4	-11%	i	1.8%	12%	9%
CCc1cc(=O)oc2c(CNCc3ccc(OC)cc3OC)c(O)c(Cl)cc12	-5%	5%	i	-8.0	-1%	.	-0.3%	-5%	3%
Cc1ccc[n+](/C(=C\C(=C=[N-])C#N)C(=O)c2ccc(Cl)cc2)c1	-3%	-11%	i	0.1	21%	i	-0.4%	4%	0%
COCc1cc(C(C)=O)ccc1OCC(=O)Nc1ccc(NC(C)=O)cc1	-4%	3%	i	-2.4	-4%	i	0.0%	6%	-6%
Cc1cccc(OCC(=O)N/N=C\c2cccn2C)c1C	-1%	?	i	-5.6	-17%	i	-0.3%	6%	-1%
Fc1ccccc1-c1nc(NCc2ccccc2)c2ccccc2n1	6%	8%	i	1.6	?	i	1.6%	-10%	1%
Cc1ccc2oc(=O)c3cc(C(=O)Nc4ccc(F)cc4F)sc3c2c1	.	16%	.	.	-11%	i	-1.2%	-2%	-2%
Cc1ccc2c(Cl)c(C(=O)N/N=C/c3cccn3C)sc2c1	-1%	12%	i	-2.8	-36%	i	2.2%	6%	-2%
COc1ccccc1C(=O)NCC(=O)N1CCN(S(=O)(=O)c2ccccc2C(F)(F)F)CC1	1%	?	i	0.6	-2%	i	0.3%	-1%	-3%
C=CCNc1cc(F)ccc1S(=O)(=O)NCC=C	-1%	-6%	i	1.2	-3%	i	-0.9%	-2%	-1%
CC(=O)OCCN1CCN(C(=O)CN2C(=O)NC(c3ccccc3)(c3ccccc3)C2=O)CC1	0%	?	i	-2.6	0%	i	-0.3%	-5%	-27%
CCOC(=O)c1cnc2sccn2c1=O	-2%	19%	i	1.0	1%	i	-0.8%	-2%	4%
c1ccc2c(Cn3ccnc3)cccc2c1	2%	1%	i	2.8	-3%	i	5.6%	-6%	17%
CCCCC(=O)Nc1ccccc1C(=O)N1CCOCC1	-3%	-1%	.	-0.9	-6%	.	-0.3%	-15%	-1%
O=C(NCC(=O)N1CCN(c2ncc(C(F)(F)F)cc2Cl)CC1)c1ccc(Br)o1	1%	?	i	0.4	-2%	i	-0.8%	7%	6%
CC(C)(C)c1nc(SCC(=O)N2CC(=O)Nc3ccccc32)c2ccccc2n1	-13%	-10%	i	2.0	-1%	?	-0.9%	-2%	-1%
C=CCN1C=C2C(=O)C(C)(OC(=O)CCC(=O)OC)C(=O)C(Br)=C2C=C1c1ccc(OC)cc1 (configuration not stated)	-4%	10%	i	0.7	?	?	3.7%	-6%	-13%
COc1ccc(Cc2nnc(NC(=O)C3CC(=O)N(CCc4ccc(F)cc4)C3)s2)cc1OC (configuration not stated)	-2%	?	i	0.4	15%	i	3.1%	5%	2%
CCOC(=O)Nc1ccc2c(CNC(C)c3ccccc3OC)cc(=O)oc2c1 (configuration not stated)	-5%	13µM*	i	-3.1	-15%	i	4.0%	-10%	?
Fc1ccccc1N1CCN(c2ncnc3onc(-c4ccc(Cl)cc4)c23)CC1	.	-22%	.	.	3%	i	-0.1%	-6%	7%
CCn1c(COc2ccccc2)nnc1SCC(=O)Nc1ccc(N2CCOCC2)cc1	?	-15%	i	2.7	-3%	i	-0.2%	-1%	0%
CC(OC(=O)c1ccc(Cl)nc1)C(=O)NCc1ccc2c(c1)OCO2 (configuration not stated)	0%	6%	i	-3.4	12%	i	3.0%	-80%	7%
O=C1CS/C(=N\NC(=O)c2ccccc2)N1	-2%	2%	i	0.1	-1%	i	0.0%	13%	15%
COC(=O)C1=C(C)N(C)C(=O)NC1c1ccc(O)c(OC)c1 (configuration not stated)	?	-5%	i	0.0	1%	i	2.7%	5%	1%
O=C(COC(=O)CSc1ccc([N+](=O)[O-])cc1)NC1CCCCCCC1	-2%	-1%	i	-0.8	2%	i	0.1%	1%	-6%
CC1(C)CC(=O)C/C(=N\NC(=O)c2cccs2)C1	1%	7%	i	-2.8	2%	i	4.2%	4%	0%
COC(=O)NC1CCC(CC2CCC(NC(=O)OC)CC2)CC1 (configuration not stated)	2%	-24%	i	-1.3	-3%	i	-0.1%	-34%	5%

Ordered by the number under CCT modulator (low to high): 3 of the compounds above.
mol	Mm-Cpn inhibitor	Akt phos inh	CCT modulator	TGFb SMAD3 inh	Nrf2 ARE act
CC1(C)CC(=O)C/C(=N\NC(=O)c2cccs2)C1	1%	i	-2.8	2%	4.2%
CCn1c(COc2ccccc2)nnc1SCC(=O)Nc1ccc(N2CCOCC2)cc1	?	i	2.7	-3%	-0.2%
c1ccc2c(Cn3ccnc3)cccc2c1	2%	i	2.8	-3%	5.6%

(list continues)
SMILES	Mm-Cpn inhibitor	Nrf2 inh	Akt phos inh	CCT modulator	TGFb SMAD3 inh	S2 tox	Nrf2 ARE act	HepG2 viability	A549 tox
O=c1c2ccccc2nc(SCc2nnc(-c3ccccc3)o2)n1-c1ccccc1	1%	?	i	-1.8	0%	?	-0.6%	-13%	-17%
CNC(=O)CSc1nnnn1-c1ccc(C)cc1C	2%	5%	.	1.9	9%	i	-0.6%	1%	-1%
COC(=O)c1ccccc1NC(=O)N1c2ccccc2Sc2ccccc21	-2%	-12%	i	-1.1	?	i	-0.8%	-51%	13%
Cc1ccc(C(=O)C[n+]2cccc3ccccc32)cc1	-3%	-7%	i	-1.1	0%	i	4.7%	-37%	-9%
CCCNC(=O)Cn1nc(C)n2c(cc3cc(F)ccc32)c1=O	1%	9%	i	-0.1	1%	i	-1.1%	7%	3%
Cc1cc(Nc2ccccc2F)n2nc(C)nc2n1	0%	-10%	i	-2.1	3%	i	0.8%	-34%	10%
CCOC(=O)c1cc(S(=O)(=O)N2CCN(c3ccccc3F)CC2)[nH]n1	.	.	.	.	-13%	i	-0.9%	-30%	-2%
Fc1ccc(C2c3[nH]c4ccccc4c3CCN2Cc2cccn2-c2ncccn2)cc1 (configuration not stated)	-1%	?	i	-0.3	?	?	7.7%	-8%	?
CN(CC(=O)NC(=O)NC1CCCCC1)Cc1ccccc1	0%	24%	i	-0.3	2%	?	3.5%	-5%	1%
CC(C)CC1C(=O)N(Cc2cn(CCC3OCCO3)nn2)CCS(=O)(=O)N1Cc1ccc(-c2ccc(F)cc2)cc1 (configuration not stated)	.	.	i	0.4	?	.	-5.3%	-21%	.
CC(=O)c1cc(NC(=O)c2ccc([N+](=O)[O-])cc2)c(=O)oc1C	0%	?	i	-0.6	42%[activator]	i	0.8%	27%	2%
COc1cccc(SCc2noc(C(=O)NCC3CCCO3)c2C(=O)O)c1 (configuration not stated)	-3%	2%	i	-3.6	-11%	i	1.4%	-3%	-2%
Cc1cc(N2C(=O)CC(C(C)c3ccccc3)C2=O)no1 (configuration not stated)	2%	.	i	-1.5	1%	i	0.0%	1%	0%
CN(CCOc1ccccc1)CC(=O)Nc1ccc(Cl)c(S(=O)(=O)N(C)C)c1	-1%	?	i	-5.6	?	i	2.1%	1%	-2%
COc1ccc(N2CCN(Cc3nc4c(c(=O)[nH]c(=O)n4C)n3Cc3ccc(C)cc3)CC2)cc1	.	5%	.	.	-3%	.	-0.1%	-15%	-9%
Cc1cc(Br)cn2c(Cc3cccc(F)c3)c(-c3ccc(Cl)cc3)nc12	.	.	i	0.9	?	?	3.1%	-32%	.
CC(CN1CCN(CCOCCO)CC1)CN1c2ccccc2Sc2ccc(Cl)cc21 (configuration not stated)	.	.	i	3.7	?	?	-5.8%	13µM*	.
CCOC(=O)C1=C(C)NC(C)=C(C(=O)OCC)C1/C=C/c1ccccc1OC	1%	-29%	i	-1.4	?	i	11%	4%	-12%
C[C@@H]1CCCCO[C@@H](CN(C)Cc2ccccc2)[C@@H](C)CN([C@H](C)CO)C(=O)c2cc(NC(=O)Nc3cccc4ccccc34)ccc2O1	.	.	i	-2.4	-3%	?	2.4%	-17%	.
COc1ccc(S(=O)(=O)N(C)C[C@@H]2Oc3c(NS(=O)(=O)c4cn(C)cn4)cccc3C(=O)N([C@@H](C)CO)C[C@@H]2C)cc1	1%	9%	i	-0.6	-1%	i	-0.2%	-4%	6%
CCc1ccc(NC(=O)Cn2c(C(=O)OC)cc3oc(C)cc32)cc1	.	19%	.	.	.	.	2.7%	-10%	-1%
CS(=O)(=O)N1CCc2ccc(NC(=O)C3CCCO3)cc2C1 (configuration not stated)	0%	15%	i	-5.3	-18%	i	-0.4%	-16%	-4%
O=C(c1ccccc1Br)N1CCN(Cc2ccc3c(c2)OCO3)CC1	-2%	-10%	i	2.3	?	i	0.6%	-28%	11%
O=C(Nc1ccc(F)cc1)N1CCn2c(nc3ccccc32)C1	-3%	?	i	-1.5	2%	i	0.3%	-13%	-5%
CCOC(=O)c1c(NC(=O)COC(=O)c2nccnc2N)sc2c1CCC2	-1%	-8%	i	-4.2	-4%	i	3.0%	-5%	9%
